H1N1 NS1A inhibition – H1N1 influenza NS1A inhibitors, functional cell based assay (AID 504329); NS1A functional cell-based assay, percent inhibition; higher % means a stronger effect; one-dose inhibition, % at 12.5 µM; IC50 in µM for titrated hits; actives 0.3% (n = 340,000); in the data active means a potency from the dose series; inconclusive means inhibition above about 27% without an active follow-up result; further: strong numbers were not always called active
PhoP GFP inhibition – PhoP regulon inhibitors, Salmonella typhi PhoP promoter GFP reporter, confirmatory (AID 1850). Salmonella Typhi PhoP-promoter GFP reporter, fluorescence, 4 h; higher % means a stronger effect. one-dose inhibition, % at 50 µM; IC50 in µM for titrated hits. actives 0.33% (n = 310,000); in the data active means a potency from the dose series; inconclusive means inhibition mostly from about 25% at the one dose, without a potency; inactive means the rest, 99 in 100 with inhibition below about 19%;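 further: 0% = induced wells with vehicle and 100% = uninduced wells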
M. tuberculosis – growth inhibition of non-replicating M. tuberculosis (AID 488890) | inhibition, % at 25 µM; hits with a dose series show IC50 in µM | Mycobacterium tuberculosis non-replicating, growth inhibition; higher % means a stronger effect | actives 0.39% (n = 320,000); in the data active means a potency from the dose series; inconclusive means inhibition mostly from about 82% at the one dose, without a potency; inactive means the rest, 99 in 100 with inhibition below about 76%;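 further: plate controls were DMSO cells for no effect and high antibiotic wells for full effect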
H37Rv inhibition – M. tuberculosis growth inhibition, HTS (AID 449762); M. tuberculosis H37Rv growth inhibition, 7H9 media; higher % means a stronger effect; inhibition, % at 25 µM; hits with a dose series show IC50 in µM; actives 0.59% (n = 330,000); in the data active means a potency from the dose series; inconclusive means inhibition above about 70% without an active follow-up result;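 further: bacterial growth assessed after seven days of incubation; strong numbers were not always called active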
VEEV TC-83 Vero – inhibitors of VEEV TC-83 cytopathic effect, confirmation, Vero cells (AID 588727). actives 0.13% (n = 350,000). Vero cells, VEEV TC-83 cytopathic effect inhibition; higher % means a stronger effect. one-dose inhibition, % at 20 µM; IC50 in µM for titrated hits; in the data active means a potency from the dose series; inconclusive means inhibition mostly from about 14% at the one dose, without a potency; inactive means the rest, 99 in 100 with inhibition below about 12%; further: strong numbers were not always called active
VEEV TC-83 Vero 10K pilot screen – further read-out of VEEV TC-83 Vero, marked with its call; inhibition, %; measured here: 10K pilot screen inhibition
Active calls of the source: *; i = inactive; ? = inconclusive; / = not tested or not shown.

SMILES | H1N1 NS1A inhibition | PhoP GFP inhibition | M. tuberculosis | H37Rv inhibition | VEEV TC-83 Vero | others
CC(=O)C1=C(O)C(=O)N(c2ccc(Br)cn2)C1c1ccccc1F (centres undefined) | -7% | -5% | 57% | 1% | 2.0%
CN(CCC#N)C(=O)COC(=O)c1cc(Cl)cc(Cl)c1N | 2% | -4% | -5% | 6% | 0.9%
COC(=O)C1=C(c2cccc(OCc3ccccc3)c2)C[C@@H]2CC[C@H]1N2C(=O)NCc1ccc(C(C)(C)C)cc1 | 3% | / | -3% | 10% | i
CSCCC(=O)N(C)CC1CCN(CCc2cccc(C(F)(F)F)c2)CC1 | -2% | 0% | -8% | -3% | i
O=C1C=C(NCc2ccc(Cl)c(Cl)c2)CC1 | -8% | 1% | 0% | 3% | 1.3%
CN(CC(=O)Nc1cccc(F)c1)C(=O)c1cc(-c2cccs2)nn1-c1ccccc1 | 14% | -6% | 22% | 18% | 9.1%
Cc1ccc2c(c1)N(C(=O)CCC(=O)N1CCN(c3ccccn3)CC1)CC(C)O2 (centres undefined) | -5% | -3% | -5% | -5% | i
C=CCNCc1cc(=O)n2c(-c3ccccc3)csc2n1 | -5% | -9% | 3% | 5% | 5.2%
Cc1cc(N2CCCC2)ccc1NC(=O)COc1cccc(C(F)(F)F)c1 | -4% | 4% | 49% | -4% | i
O=[N+]([O-])c1cccc(-c2nc(-c3ccccn3)no2)c1 | 4% | 2% | 0% | -13% | i
CC(C)(C)C1C/C(=C/c2ccco2)C(=O)/C(=C/c2ccco2)C1 (centres undefined) | 26% | -9% | 50% | 7% | i
O=C(CCCNS(=O)(=O)c1ccc(Br)cc1)N1CC[C@@]2(O)CCCC[C@H]2C1 | -10% | 0% | -5% | -11% | i
Cc1ccc(-c2csc(N(Cc3ccccc3)C(=O)COc3ccccc3)n2)cc1 | 2% | -9% | -2% | 3% | i
Cc1cc2c3c(c1C)C1(C(=O)N3C(C)(C)CC2C)C(C#N)=C(N)Oc2cc(O)ccc21 (centres undefined) | 2% | -6% | 39% | 1% | i
O=C(COC(=O)/C=C/c1cccc(C(F)(F)F)c1)Nc1ccc(Cl)cn1 | -8% | / | 36% | -2% | 1.7%
CCOc1cccc(NC(=O)Cc2cccs2)c1 | -22% | -11% | 13% | -3% | 0.3%
COc1cc([N+](=O)[O-])cc2sc(NC(=O)C(C)(C)C)nc12 | -2% | 8% | -1% | -1% | 4.7%
COc1cc(/C=C2/SC(=S)N(CC3CCCO3)C2=O)ccc1O (centres undefined) | 14% | -5% | 8% | 1% | 2.5% | VEEV TC-83 Vero 10K pilot screen=6.5
COCCCNC(=S)N1CCN(c2nc(-c3cccc(OC)c3)cs2)CC1 | 7% | -8% | 5% | 28% | 2.3%
Cc1cc(C)n(-c2nc3c(c(=O)[nH]c(=O)n3C)n2Cc2ccc(F)cc2)n1 | 3% | 1% | -5% | 1% | 0.9%

Molecules shown so far that contain sulfur (nine):
SMILES | H1N1 NS1A inhibition | PhoP GFP inhibition | M. tuberculosis | H37Rv inhibition | VEEV TC-83 Vero | others
CSCCC(=O)N(C)CC1CCN(CCc2cccc(C(F)(F)F)c2)CC1 | -2% | 0% | -8% | -3% | i
CN(CC(=O)Nc1cccc(F)c1)C(=O)c1cc(-c2cccs2)nn1-c1ccccc1 | 14% | -6% | 22% | 18% | 9.1%
C=CCNCc1cc(=O)n2c(-c3ccccc3)csc2n1 | -5% | -9% | 3% | 5% | 5.2%
O=C(CCCNS(=O)(=O)c1ccc(Br)cc1)N1CC[C@@]2(O)CCCC[C@H]2C1 | -10% | 0% | -5% | -11% | i
Cc1ccc(-c2csc(N(Cc3ccccc3)C(=O)COc3ccccc3)n2)cc1 | 2% | -9% | -2% | 3% | i
CCOc1cccc(NC(=O)Cc2cccs2)c1 | -22% | -11% | 13% | -3% | 0.3%
COc1cc([N+](=O)[O-])cc2sc(NC(=O)C(C)(C)C)nc12 | -2% | 8% | -1% | -1% | 4.7%
COc1cc(/C=C2/SC(=S)N(CC3CCCO3)C2=O)ccc1O (centres undefined) | 14% | -5% | 8% | 1% | 2.5% | VEEV TC-83 Vero 10K pilot screen=6.5
COCCCNC(=S)N1CCN(c2nc(-c3cccc(OC)c3)cs2)CC1 | 7% | -8% | 5% | 28% | 2.3%

Remaining list, next part:
SMILES | H1N1 NS1A inhibition | PhoP GFP inhibition | M. tuberculosis | H37Rv inhibition | VEEV TC-83 Vero | others
COc1ccc2nc(/N=C(\N)NC(=O)C(C)(C)C)nc(C)c2c1 | -5% | 6% | i | ? | ?
O=c1c(-c2cccc([N+](=O)[O-])c2)[n+]([O-])c2ccccc2n1O | -3% | 17% | 44% | -4% | i
O=C(NCC1CCCO1)c1ccccc1S(=O)(=O)c1ccc([N+](=O)[O-])cc1 (centres undefined) | -4% | -3% | -3% | 0% | 0.4%
O=C(CSC(=S)N1CCOCC1)c1ccccc1 | -5% | 6% | ? | -3% | 0.6%
COc1ccc(C2(O)CC3CCC(C2)N3c2cc(C)nc(-c3ccccc3)n2)cc1 (centres undefined) | 5% | 3% | 0% | 19% | 2.7%
Cn1ccnc1/C(=N\NC(=O)c1ccccc1)c1cccc([N+](=O)[O-])c1 | -6% | 4% | 43% | 2% | 1.7%
CCOC(=O)C1(CC2CCCCO2)CCN(Cc2cc3ccccc3[nH]2)CC1 (centres undefined) | 7% | 6% | 24% | -2% | i
CCCCCCN=C(C)c1c(O)n(CCCC)c(=O)[nH]c1=O | -22% | -1% | 14% | -12% | 8.2%
COC(=O)c1ccc(N2C(=O)CC(N3CCC(O)(c4ccc(Br)cc4)CC3)C2=O)cc1 (centres undefined) | -2% | -4% | 37% | 0% | 2.7%
CCN(CC)CC1(O)CCN(C(=O)c2ccc(Cl)c(Cl)c2)CC1 | 11% | -21% | -1% | -1% | 1.1%
Cc1cc(CNC(=O)c2cc(COc3ccc(F)c(F)c3)on2)nn1C | -4% | 0% | 6% | 4% | 1.8%
Cc1cc(C)c(COCc2cc(/C=N/O)c(C)cc2C)cc1/C=N/O | -10% | 7% | 17% | 4% | 3.0%
O=C(CNC(=O)c1ccco1)N/N=C/c1ccccc1[N+](=O)[O-] | -2% | -10% | / | 4% | 0.2%
CCC(=NCCCN(CC)CC)c1c(O)n(C2CCCCC2)c(=O)[nH]c1=O | 3% | 15% | 36% | -2% | 3.4%
CCOC(=O)c1sc2nc(CSc3ccccc3)nc(N3CCCN(C)CC3)c2c1C | 8% | -3% | ? | ? | i
O=C(COC(=O)C12CC3CC(CC(C3)C1)C2)Nc1nc2c(F)c(F)c(F)cc2s1 | -13% | -2% | 11% | 4% | 1.3%
COc1cccc(C2=NC(C)(C)NC(c3ccccc3O)C2)c1 (centres undefined) | 5% | 4% | 38% | ? | 8.1%
CCCCc1ccc(NC(=S)NCc2ccc(OC)cc2)cc1 | 8% | -4% | ? | 51% | 0.7% | VEEV TC-83 Vero 10K pilot screen=0.0
CC1(C)CC(=O)C2=C(C1)N(c1ccc(F)cc1)C(=O)C2(NC(=O)c1ccccc1F)C(F)(F)F (centres undefined) | -6% | 0% | 2% | 14% | 2.5%
C/C(CC(=O)NCCCN1CCOCC1)=N\NC(=O)COc1cccc2ccccc12 | -8% | -10% | -2% | -2% | 0.4%

The last 4 compounds of the part before come first, to join the parts:
SMILES | H1N1 NS1A inhibition | PhoP GFP inhibition | M. tuberculosis | H37Rv inhibition | VEEV TC-83 Vero | others
COc1cccc(C2=NC(C)(C)NC(c3ccccc3O)C2)c1 (centres undefined) | 5% | 4% | 38% | ? | 8.1%
CCCCc1ccc(NC(=S)NCc2ccc(OC)cc2)cc1 | 8% | -4% | ? | 51% | 0.7% | VEEV TC-83 Vero 10K pilot screen=0.0
CC1(C)CC(=O)C2=C(C1)N(c1ccc(F)cc1)C(=O)C2(NC(=O)c1ccccc1F)C(F)(F)F (centres undefined) | -6% | 0% | 2% | 14% | 2.5%
C/C(CC(=O)NCCCN1CCOCC1)=N\NC(=O)COc1cccc2ccccc12 | -8% | -10% | -2% | -2% | 0.4%
O=C(O)c1cccc(Nc2nc3ccccc3nc2NS(=O)(=O)c2ccccc2)c1 | -5% | / | 32% | 4% | 1.0%
Cc1ccccc1C(=O)N1CCC(C(=O)Nc2ccccc2N2CCCC2)CC1 | 2% | 1% | -7% | -15% | 0.3%
COc1ccc(NC(=O)CCc2nc(-c3ccc(C)cc3)no2)c(OC)c1 | 1% | 1% | 30% | 39% | 0.8%
Cc1ccccc1-c1nc(CN2CCC(C(=O)NCCCN3CCOCC3)CC2)c(C)o1 | 3% | 0% | 15% | -2% | 0.7%
Cc1ccc2oc(-c3ccc(NC(=O)c4ccncc4)cc3O)nc2c1 | -5% | 4% | -9% | -4% | 0.5%
COc1ccc(C(=O)NCC(O)CN2CCOCC2)cc1[N+](=O)[O-] (centres undefined) | 0% | 1% | 7% | 1% | 0.1%
Cc1nnsc1C(=O)N/N=C/c1cccc(C(F)(F)F)c1 | 1% | 21% | 14% | 3% | 0.4%
COc1cccc(C(C(=O)NC2CCCC2)N(CC2CCCO2)C(=O)Cc2cccs2)c1 (centres undefined) | -1% | 2% | 2% | -5% | 0.9%
Cc1ccc(C2CC(c3ccc(C)cc3)n3nc(N)nc3N2)cc1 (centres undefined) | -7% | 1% | 23% | 4% | 1.2%
O=C1CC(C(=O)O)c2ccccc2N1 (centres undefined) | 0% | 7% | -5% | -19% | 2.5% | VEEV TC-83 Vero 10K pilot screen=1.3
Cc1ccc2c(c1)C(c1ccccc1)N(C(=O)c1ccccc1[N+](=O)[O-])CC(=O)N2 (centres undefined) | -3% | 4% | 24% | 12% | i
O=C(c1cc(-c2cccs2)nn1-c1ccccc1)N1CCN(S(=O)(=O)c2ccccc2)CC1 | -1% | 4% | 18% | -2% | 10%
COc1ccc(S(=O)(=O)NCc2ccccc2)cc1 | 1% | -4% | 2% | -12% | i | VEEV TC-83 Vero 10K pilot screen=0.6
Cc1ccc(C(=O)NNC(=O)C2CCN(c3nccc(C)n3)CC2)cc1 | -3% | -5% | -6% | -4% | 1.2%
CCc1ccc(NC(=O)CCc2nc3sc4c(c3c(=O)[nH]2)CCCC4)cc1 | -3% | -2% | -2% | -6% | i
O=C(c1ccccc1)c1cn(CC(=O)N2CCCC2)c2ccccc12 | 3% | -3% | -7% | -9% | 1.0% | VEEV TC-83 Vero 10K pilot screen=0.4
COc1ccc(/C(C)=N/NC(=S)NCc2ccco2)cc1 | -1% | 1% | ? | ? | 2.7%
CC(C)COc1ccc2[nH]c3c(c2c1)CCCC3=O | -2% | -20% | 4% | 6% | 0.6%
Cc1cc(NC(=O)C2CCCN(S(=O)(=O)c3c(C)noc3C)C2)n[nH]1 (centres undefined) | -6% | -1% | 1% | -7% | 1.1% | VEEV TC-83 Vero 10K pilot screen=0.9
COc1ccc(-c2csc(N(CCCN(C)C)C(=O)c3ccccc3C)n2)cc1 | 12% | -5% | 49% | 14% | 6.7%
CC(Oc1ccccc1)C(=O)Nc1nnc(S(=O)(=O)N(C)c2ccccc2)s1 (centres undefined) | 3% | 4% | 74% | 9% | 0.5%
CCn1cc(SCC(=O)N2CCOCC2)c2ccccc21 | -22% | -6% | -22% | -5% | i
NS(=O)(=O)c1ccc(Sc2ccc3ccccc3c2)nc1 | -12% | -21% | 17% | 27% | 0.3%
Cc1ccc(NC(=O)c2cccc(S(=O)(=O)N(C)c3ccccc3)c2)cc1S(=O)(=O)N1CCOCC1 | 2% | -2% | 21% | 4% | 8.4%
O=C(NC[C@@H]1CCCO1)c1cccc2c1C(=O)c1ccc(N3CCOCC3)cc1S2(=O)=O | -1% | / | -4% | -5% | 4.7%

From PubChem BioAssay
